MEKK2 mut-MEK5: signal of MEK5 binding to mutant human MEKK2 PB1 domain; AID 1530; 0.35% of 290,000 active; bead flow cytometry, Alexa488-MEK5 binding to MEKK2 mutant; percent response, % at 10 µM; in the data active means percent response above about 24%, passing the limit was not always enough; further: inactives centre near 1; some results filed as inactive read as strong as hits; reference of the scale not given here
SUMO HTRF inh: inhibitors of human SUMOylation (UBC9). P63279. HTRF SUMOylation assay, SAE1/SAE2 + UBC9, in vitro. inhibition, % at 35 µM. 0.36% of 290,000 active. AID 2006; in the data active means inhibition above about 50%, passing the limit was not always enough; further: strong numbers were not always called active
MEKK2wt PB1 HTS: raises or lowers MEK5 binding to wildtype human MEKK2 PB1 domain | bead flow cytometry, Alexa488-MEK5 binding to MEKK2 WT; actives lie on both sides | Q9Y2U5 | binding response (% of control), % at 10 µM | 1.1% of 290,000 active | AID 1531; in the data active means binding response below about 67% or above about 130%
M18AAP inhibitor: blocks P. falciparum M18 aspartyl aminopeptidase | recombinant PfM18AAP, H-Glu-NHMec fluorogenic cleavage | 1.2% of 290,000 active | AID 1822 | inhibition, % at 7.35 µM;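 active means inhibition above the campaign mean inhibition over all tested compounds plus 3 SD, cut at about 28% in these data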;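 further: 0% = plate median of test compound wells and 100% = 2 mM ZnCl2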
IDE cell activ: boosts human insulin-degrading enzyme activity in HEK cells | P14735 | FAbeta-B cleavage, fluorescence polarization; 0% vehicle, 100% cell-free pure enzyme wells | activation, % at 5.96 µM | 0.073% of 340,000 active | AID 493087;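 active means activation above the mean of all tested compounds plus 3 SD, set per screening campaign, cut at about 17% in these data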
Target sequence (P14735 whole entry, looked up): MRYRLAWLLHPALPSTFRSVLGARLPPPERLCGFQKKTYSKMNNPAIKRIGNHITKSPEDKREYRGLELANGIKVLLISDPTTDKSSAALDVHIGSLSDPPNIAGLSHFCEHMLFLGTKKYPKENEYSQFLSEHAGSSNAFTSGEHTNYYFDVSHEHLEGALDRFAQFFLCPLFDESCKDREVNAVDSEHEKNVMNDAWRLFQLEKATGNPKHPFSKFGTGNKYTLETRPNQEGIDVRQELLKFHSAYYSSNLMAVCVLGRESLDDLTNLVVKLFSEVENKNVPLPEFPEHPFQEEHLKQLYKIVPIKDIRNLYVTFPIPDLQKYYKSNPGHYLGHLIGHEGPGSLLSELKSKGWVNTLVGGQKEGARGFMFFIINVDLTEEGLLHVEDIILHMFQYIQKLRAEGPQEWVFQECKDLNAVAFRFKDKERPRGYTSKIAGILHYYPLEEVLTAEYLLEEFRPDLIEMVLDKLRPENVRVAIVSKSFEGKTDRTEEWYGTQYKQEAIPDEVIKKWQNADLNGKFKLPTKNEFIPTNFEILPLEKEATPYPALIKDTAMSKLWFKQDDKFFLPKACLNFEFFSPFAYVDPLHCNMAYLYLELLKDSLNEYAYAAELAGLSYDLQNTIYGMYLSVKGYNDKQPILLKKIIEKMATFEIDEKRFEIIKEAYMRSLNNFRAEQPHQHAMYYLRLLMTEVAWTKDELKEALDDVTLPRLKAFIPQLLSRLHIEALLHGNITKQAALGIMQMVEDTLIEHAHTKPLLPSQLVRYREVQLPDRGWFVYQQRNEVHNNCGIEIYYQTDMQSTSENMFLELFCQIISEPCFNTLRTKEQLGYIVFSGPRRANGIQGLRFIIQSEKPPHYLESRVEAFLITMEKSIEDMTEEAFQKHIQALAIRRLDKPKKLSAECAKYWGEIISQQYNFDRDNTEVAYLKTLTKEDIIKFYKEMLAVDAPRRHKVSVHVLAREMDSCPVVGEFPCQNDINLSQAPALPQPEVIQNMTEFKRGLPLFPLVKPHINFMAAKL
MEKK3 PB1 HTS: modulators (inhibitors or enhancers) of MEK5 binding to human MEKK3 PB1 domain; Q99759; bead-based flow cytometry, Alexa488-MEK5 binding to MEKK3; actives lie on both sides; 0 = blocked by unlabeled MEK5, 100 = vehicle; binding response (% of control), % at 10 µM; 1.4% of 290,000 active; AID 1529;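 active means binding response more than 3 SD above or below the average of its plate-row segment, actives on both sides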;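 further: Alexa488 bead fluorescence after subtracting the streptavidin-only scavenger bead signal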
IDE cell inh: inhibitors of human insulin-degrading enzyme in cells. P14735. AID 434962. 0.41% of 320,000 active. inhibition, % at 5.59 µM. HEK cells, FAbetaB cleavage, fluorescence polarization;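 active means percent inhibition above the average of all tested compounds plus 3 SD, set per screening campaign, cut at about 16% in these data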;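 further: IDE supplied by intact live HEK cells; FP after avidin binding of uncleaved biotin substrate so inhibition keeps polarization high; 0% = DMSO wells and 100% = 60 µM reference IDE inhibitor Ii1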
pCIP destab: lowers stability of the mouse p/CIP coactivator protein | Q05BA5 | F442A p/CIP-EGFP cells, EGFP fluorescence, 16 h | decrease of EGFP signal, % at 10 µM | 0.01% of 290,000 active;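 active means EGFP signal decrease of at least 30% at 10 µM or well 3 SD below plate mean, unless failing retest; inactive means the rest, including hits failing retest or dose response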; further: some compounds called inactive have numbers as strong as hits; many of its hits are not listed in these tables
NALP1 inh: inhibitors of NALP1 inflammasome in yeast | S. cerevisiae NALP1/ASC/caspase-1 growth, X-gal OD620, 72 h | inhibition, % at 10 µM | AID 2071 | 0.61% of 280,000 active; in the data active means inhibition mostly above about 24%, no sharp cut-off; inactive means mostly below about 32%; further: some compounds called inactive have numbers as strong as hits
The depositor's hits bear a star; / = not tested or not shown; & = joins results of further samples; [ ] = another dose, or the depositor's remark.

SMILES	MEKK2 mut-MEK5	SUMO HTRF inh	MEKK2wt PB1 HTS	M18AAP inhibitor	IDE cell activ	MEKK3 PB1 HTS	IDE cell inh	pCIP destab	NALP1 inh
N#C/C(=C(/O)CO/N=C/c1ccccc1Cl)c1nc2ccccc2[nH]1	-11.0	8.6	92.0	2.7	4.7	93.0	1.3	-10.5	-8.8
COc1ccc(-n2c3c(cc(C(=O)NC4CCSC4=O)c2=O)C(=O)CC(C)(C)C3)cc1 (stereo not given)	-5.0	17.7	95.0	1.0	-1.9	92.0	1.3	-0.2	14.9
Nc1nc2ccc(S(=O)(=O)c3ccc4nc(N)sc4c3)cc2s1	-2.0	12.0	103.0	0.8	0.9	96.0	2.7	-7.9	1.0
O=C(O)CCSc1nnc(CNc2ccc(Cl)cc2)n1Cc1ccccc1	-1.0	6.5	97.0	1.6	-0.6	92.0	1.7	-11.0	35.2
CCOC(=O)c1c(C)[nH]c(C(=O)COC(=O)c2oc3ccc(OC)cc3c2C)c1C	-1.0	19.5	96.0	2.5	1.9	96.0	0.7	8.7	19.0
Cc1cc(C)n(-c2nc(SCCN(C)C)c3c4c(sc3n2)CCCC4)n1	49.0*	-2.5	211.0*	1.2	3.0	124.0*	-1.4	-12.4	22.8
COc1ccc(OC)c(NC(=O)Cn2c(=O)oc3ccccc32)c1	10.0	26.4	107.0	0.3	-1.6	103.0	1.5	-9.4	5.3
CCOc1ccc(-c2nnc(NC(=O)c3ccc(OCC(C)C)c(OC)c3)o2)cc1	2.0	-41.5	104.0	7.1	2.8	106.0	6.7	-0.3	0.7
CCOC(=O)N1CCN(CC(=O)Nc2cccc(Br)c2)CC1	0.0	-21.2	102.0	-5.2	0.7	98.0	0.8	8.7	5.8
C=CCn1c(SCc2ccc(Cl)c(Cl)c2)nnc1C(CO)NC(=O)c1ccc(OC)cc1 (stereo not given)	-1.0	4.1	101.0	0.5	1.1	119.0	-0.6	-3.7	15.4
CCCCNCC#CCOc1cc(C)ccc1C(C)C	8.0	-4.1	120.0	-0.2	4.3	105.0	4.4	2.7	24.4
CCN1CCN(c2ccc(NC(=O)c3ccc(C#N)cc3F)cc2Cl)CC1	-12.0	13.8	79.0	3.9	-0.3	87.0	-5.1	13.2	15.5
Cn1nnnc1SCC(=O)N1CCN(Cc2ccccc2)CC1	-2.0	14.5	97.0	-7.3	3.8	99.0	-1.9	-10.3	16.2
NC(=O)CC(NC(=O)c1ccccc1)c1ccc(NCc2ccc(F)c(F)c2)c([N+](=O)[O-])c1 (stereo not given)	-10.0	-4.3	93.0	3.9	7.0	99.0	-3.9	-4.7	36.5
O=C(NCc1ccc2c(c1)OCO2)c1cc(COc2c(F)cccc2F)on1	4.0	1.4	100.0	1.7	3.8	102.0	-0.7	-3.5	1.5
CCCCN(Cc1cc2cc(OC)ccc2[nH]c1=O)S(=O)(=O)c1ccc(C)cc1	4.0	-15.8	105.0	4.7	-1.4	104.0	1.9	-9.2	25.8
CC(=O)N(c1ccc(N(C(C)=O)S(=O)(=O)c2ccccc2)cc1)S(=O)(=O)c1ccccc1	-5.0	-8.7	100.0	-11.9	4.7	103.0	-1.9	-1.9	25.5
CCCCCCCCCc1nc2sc3c(c2c(=O)n1NC(=O)c1ccc([N+](=O)[O-])cc1)CC(C)(C)OC3	-2.0	-9.8	98.0	-2.3	-1.9	96.0	-3.0	-14.0	25.9
Cn1nc(-c2ccc(C(=O)Nc3cccc(Cl)c3)cc2)c2ccccc2c1=O	-26.0	37.5	1.0*[inhibitor]	0.5	-14.2	34.0*[inhibitor]	9.6	2.1	2.3
Cc1cnc(NC(=O)c2c(Cl)cnn2C)s1	-1.0	7.5	99.0	-7.9	-2.9	102.0	-0.8	1.7	21.6
CC(NC(=O)Nc1ccc([N+](=O)[O-])cc1)C(c1cccs1)N1CCCC1 (stereo not given)	2.0	6.5	109.0	3.3	-0.5	109.0	1.9	6.1	17.1
COc1cc(C(=O)OCC(=O)c2c(N)n(C)c(=O)n(C)c2=O)ccc1OCCC(C)C	0.0	-8.4	110.0	1.3	6.7	117.0	-1.3	22.7	3.2
O=C(Nc1cccnc1)c1cc2cc(Br)ccc2o1	3.0	-0.5	110.0	1.0	-0.6	108.0	2.2	2.2	15.7
O=C1c2ccccc2C(=O)N1CCCc1nc(-c2ccncc2)no1	-5.0	6.2	89.0	2.0	4.1	93.0	-2.1	-11.3	8.7
C#CCNC(=O)C1=C[C@@H](c2ccc(Br)cc2)C[C@@H](OCc2ccc(CO)cc2)O1	7.0	-17.7	107.0	2.1	1.6	106.0	4.8	-7.6	8.2

The list continues:
SMILES	MEKK2 mut-MEK5	SUMO HTRF inh	MEKK2wt PB1 HTS	M18AAP inhibitor	IDE cell activ	MEKK3 PB1 HTS	IDE cell inh	pCIP destab	NALP1 inh
O=C(C1CC(c2ccc(F)cc2)=NO1)N1CCCCC1 (stereo not given)	6.0	7.3	105.0	-3.3	-1.6	105.0	5.9	-4.2	1.9
COc1ccc(C2CC(c3ccccc3)=NN2C(=O)CSc2nccc(=O)[nH]2)cc1 (stereo not given)	-1.0	7.2	99.0	-2.4	-1.2	102.0	2.0	-0.8	25.8
O=c1[nH]cnc2c1cnn2Cc1ccccc1Cl	0.0	-11.7	102.0	3.8	0.4	103.0	/	5.1	13.0
CN(C)c1ccc(/C=c2\sc3n(c2=O)CCCN=3)cc1	3.0	-9.5	100.0	5.5	-4.7	99.0	11.8	-14.7	44.8
O=C(Cc1nc2ccccc2s1)c1ccc(O)cc1O	-1.0	-1.9	93.0	9.1	/	95.0	-1.7	-6.8	8.7
COCCN(C(=O)CCC(=O)Nc1ccccn1)C(C(=O)NCCC(C)C)c1ccc(C)cc1 (stereo not given)	-1.0	-5.9	98.0	-1.2	3.3	103.0	2.1	1.7	9.8
Nc1ncnc2c1ncn2[C@@H]1O[C@H](CO)[C@@H](O)[C@@H]1O	5.0	/	113.0	/	-1.1	111.0	8.1	/	/
CC(C)NC(=S)N/N=C/c1sc(N2CCCCC2)nc1-c1cccs1	-2.0	-0.8	93.0	-0.6	0.4	101.0	2.6	-6.8	/
Cn1cc(CNC(=O)C23CC4CC(CC(C4)C2)C3)cn1	3.0	-23.4	101.0	2.0	4.4	98.0	0.8	-4.6	-8.0
CC1CCc2sc(C(=O)N/N=C/C3CCCCC3)cc2C1 (stereo not given)	-1.0	-2.4	96.0	-9.4	-6.3	98.0	-3.2	-12.5	32.2
Nc1nc2c(ncn2CCC(CO)CO)c(=O)[nH]1	-1.0	/	103.0	/	/	88.0	1.4	/	/
CC(C)OC(=O)C1C2C=CC3(CN(CC4CCCO4)C(=O)C13)O2 (stereo not given)	2.0&-28.0	-10.4	105.0&81.0	-3.0	0.4	104.0&97.0	4.9	-6.7	/
N/C(Cc1cccc2ccccc12)=N\OC(=O)Cc1cccs1	0.0	-15.8	100.0	5.1	8.8	144.0*	3.7	-18.9	27.6
COc1ccccc1CNS(=O)(=O)c1cccs1	1.0	1.1	104.0	-0.5	5.5	102.0	4.1	-3.1	-9.1
CC(=O)CCc1c(C)[nH]c2ccccc2c1=O	4.0	9.0	102.0	-2.9	-2.0	102.0	-1.0	-12.7	13.7
COc1ccc(-c2csc(Nc3ncccc3C)n2)cc1OC	14.0	-7.8	108.0	1.3	-1.6	108.0	0.2	3.5	4.6
COc1ccc2nc(N3CCCC(O)C3)c(C#N)cc2c1 (stereo not given)	/	13.5	/	6.1	5.3	/	2.2	1.0	-2.4
Cc1cccc(-n2c(SCC(=O)Nc3cccc(S(=O)(=O)NC4=NCCCCC4)c3)nc3ccccc3c2=O)c1C	-1.0	-4.3	95.0	-10.2	-4.4	103.0	-4.5	-0.5	21.9
CN(C)S(=O)(=O)c1ccc(C(=O)Nc2nnc(SCc3cccc4ccccc34)s2)cc1	-2.0	4.5	101.0	1.0	-2.8	103.0	-2.5	-2.7	28.5
O=C(N/N=C/c1cccc(F)c1)NC1CCCCC1	16.0	-13.7	116.0	4.8	2.0	102.0	-0.1	6.2	26.6
Cn1c(=O)c2c(SCC(=O)c3ccccc3)nc(C3CC3)nc2n(C)c1=O	11.0	3.8	106.0	-0.7	-3.1	108.0	-2.4	-15.9	16.8
CC(=O)OC1=C(O)C(=O)c2ccccc2C1=O	1.0	/	100.0	/	/	101.0	-3.3	/	/
O=C(NC1CC2CCCC(C1)N2C(=S)Nc1ccc(Cl)cc1)C1CC1 (stereo not given)	0.0	6.2	100.0	-5.2	-0.3	101.0	4.4	-1.6	1.6
O=C(c1ccc(CN2CCOCC2)cc1)N1CCN(c2cccc(Cl)c2)CC1	3.0	19.7	103.0	-10.4	0.8	103.0	9.6	-8.1	9.3
COc1c(Br)cc2c(C)c(C(=O)N3CCOCC3)oc2c1Br	19.0	14.9	110.0	5.5	/	105.0	3.7	-5.7	8.3

Other entries
SMILES	MEKK2 mut-MEK5	SUMO HTRF inh	MEKK2wt PB1 HTS	M18AAP inhibitor	IDE cell activ	MEKK3 PB1 HTS	IDE cell inh	pCIP destab	NALP1 inh
O=C(CN1CCN(Cc2ccccc2F)C1=O)NCc1ccco1	0.0	5.2	99.0	2.4	2.6	108.0	7.5	-3.1	6.2
Nc1ccc2nc(CCCO)[nH]c2c1	2.0	-11.9	100.0	7.9	-0.8	99.0	1.8	10.1	/
CCOc1ccc(C2C(C#N)=C(N)SC(N)=C2C#N)c(OCC)c1	9.0	-3.1	97.0	9.7	-9.0	101.0	11.3	-1.6	16.9
COc1ccc(Cn2c(CCC(=O)Nc3ccc(C)c(C)c3)nc3cccnc32)cc1	-6.0	-1.8	91.0	5.5	0.4	97.0	7.1	-9.0	32.6
O=C(NC(=S)NCc1ccccc1)C1CC1	4.0	5.9	99.0	4.2	/	98.0	0.2	-4.9	-10.0
Cc1cc(=O)[nH]c(N/N=C/c2ccc(C)o2)n1	-2.0	3.5	91.0	-5.5	4.6	94.0	-5.1	-3.9	23.8
Cn1ncc(Br)c1C(=O)Nc1ccc(Cl)cn1	/	-11.1	/	-0.5	3.7	/	1.6	2.3	21.7
CC(C(c1cccs1)c1c(N)n(C)c(=O)n(C)c1=O)[N+](=O)[O-] (stereo not given)	-1.0	2.8	101.0	4.2	4.8	102.0	9.4	-4.9	/
O=C(Nc1ccccc1)N1CCN(c2ccccn2)CC1	6.0	33.3	103.0	4.0	13.9	101.0	7.8	5.7	10.3
CCOC(=O)c1ccc(OCC(=O)c2ccc(O)cc2O)cc1	3.0	5.3	100.0	-2.7	0.9	102.0	-5.3	-14.0	10.1
Nc1nnn(CC(=O)N/N=C/c2cccc(Cl)c2)n1	7.0	5.7	101.0	1.0	8.3	104.0	0.8	-1.7	/
FC(F)(F)c1cccnc1Oc1ccc(C2=NCCS2)cc1	-21.0	2.5	92.0	-6.8	5.8	96.0	-2.7	-13.0	2.8
CCN(CC)CCn1c2ccccc2c2nc(C)sc21	/	-2.9	/	4.9	3.4	/	0.3	-3.3	7.4
O=C(Nc1ccc(Cc2ccncc2)cc1)c1ccco1	8.0	2.7	105.0	2.0	0.0	103.0	1.6	-11.0	2.4
CC(C)Sc1ncnc2c1oc1ccccc12	1.0	-1.4	100.0	-1.7	-0.3	99.0	-0.4	-10.2	-8.5
CC(=O)OCCCCON1C(=O)c2ccccc2C1=O	3.0	19.8	102.0	-9.1	1.8	104.0	4.7	-15.0	8.7
Cn1cnc([N+](=O)[O-])c1Sc1ccc(C(C)(C)C)cc1	7.0	-5.8	102.0	-8.9	/	104.0	1.7	-13.6	-2.6

Screening data deposited in PubChem by several laboratories.

Only part of the results is shown (hit frequency here may not be typical).
